# HTT cytoprotect – protects HTT-Q103 PC12 cells, measured by ATP. Potency, µM (titrated, usually from 56.4 µM), for inactives: cytoprotection (ATP increase), most hits filed as activators. PC12 HTT-Q103 induced, cytoprotection, ATP luminescence, 40 h. 230,000 tested, 0.14% active;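 further: % of control where 0% means no effect; nearly all actives have a fitted effect of over 45% in size; toxic huntingtin expression switched on by the ecdysone agonist tebufenozide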
#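 Quantitative HTS on tebufenozide-induced (100 nM) PC12 cells expressing HTTQ103 exon 1–GFP; compounds tested as a concentration series; survival measured via cellular ATP.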
# GAA inhib – alpha-glucosidase (human) inhibition; P10253; purified human GAA, 4-MU-alpha-glucoside fluorescence; Potency, µM (highest dose often 76.9 µM), for inactives: at the top dose activity change, negative = inhibition, actives largely listed as inhibitors; 200,000 tested, 0.005% active;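 further: plate controls were uninhibited enzyme wells for no effect and no-enzyme background for full effect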
#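 Enzyme (4 nM final) mixed with compound (up to 77 uM), then 4-MU-alpha-D-pyranoside (400 uM final) added; 20 min at room temperature, pH 5.0. Reaction stopped at pH 10, fluorescence read, AC50 derived by Hill fit.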
# GAA glycogen mod – alters human alpha-glucosidase cleavage of glycogen; P10253; recombinant GAA, glycogen substrate, Amplex Red glucose oxidase fluorescence; Potency, µM (highest dose often 76.4 µM), without a hit: at the highest dose activity change, negative = inhibition, actives largely listed as inhibitors; 300,000 tested, 0.38% active;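 further: 0% = full enzyme reaction and -100% = no-enzyme basal signal; the screen sought inhibitors and activators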
#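 qHTS, 1536-well; enzyme 4 nM final; cpd up to 77 uM; substrate bovine liver glycogen 30 ug; 50 mM citrate/phosphate pH 5.0, 0.01% Tween-20; 37 C, 40 min; Amplex Red detection 45 min RT; Hill fit → AC50.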
# GoLoco inh red – blocks human Gai1 binding to RGS12 GoLoco peptide, red readout; P63096; Gai1:RGS12 GoLoco peptide FP, rhodamine, 10 min; Potency, µM (series often up to 61.6 µM), for the others: at the top dose activity, negative = inhibition, most hits filed as inhibitors; 230,000 tested, 0.44% active; active means well fitted inhibition curve with a large enough effect, not every such curve was filed as active; inactive means no such curve, though single readings can be large or run the other way; further: on the % scale 0 is the no-effect control and ±100 the full control effect; nearly all actives have a fitted effect of over 30% in size; many of its hits are not listed in these tables
# Target sequence (P63096 whole entry, looked up): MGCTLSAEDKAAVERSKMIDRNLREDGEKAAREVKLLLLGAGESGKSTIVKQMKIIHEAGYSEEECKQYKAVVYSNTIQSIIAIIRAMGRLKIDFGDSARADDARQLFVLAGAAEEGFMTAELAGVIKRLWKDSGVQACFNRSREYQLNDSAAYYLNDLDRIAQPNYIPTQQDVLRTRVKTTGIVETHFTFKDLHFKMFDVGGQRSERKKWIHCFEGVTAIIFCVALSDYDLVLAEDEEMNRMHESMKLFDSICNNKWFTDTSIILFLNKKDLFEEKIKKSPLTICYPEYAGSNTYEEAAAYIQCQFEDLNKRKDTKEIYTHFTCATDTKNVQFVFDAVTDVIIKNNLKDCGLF
# aGlu spleen mod – inhibits or activates alpha-glucosidase in human spleen homogenate. P10253. human spleen homogenate, 4-MU-alpha-glucoside fluorescence. Potency, µM (highest dose often 79.9 µM), inactives show top-dose activity change, negative = inhibition, actives largely listed as inhibitors. 240,000 tested, 0.006% active;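 further: 0% = enzyme with vehicle and -100% = no enzyme basal signal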
#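 AC50 values come from Hill-equation fits of concentration-response data, normalized to no-enzyme and full-activity controls. Enzyme source: 1 ug human spleen homogenate; 1 mM fluorogenic 4-MU glucoside, pH 5.0 citrate buffer, 37 C, 40 min.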
# HttQ103 aggreg – inhibitors of mutant huntingtin aggregate formation in PC12 cells; AID 1688; 220,000 tested, 1.1% active; Potency, µM (titrated, usually from 46.1 µM), without a hit: at the top dose activity change, negative = inhibition, hits mostly inhibitors; PC12 HttQ103-GFP aggregates, Acumen cytometry, 40 h; further: on the % scale 0 is the no-effect control and ±100 the full control effect; nearly all actives have a fitted effect of over 60% in size
#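 PC12/HTTQ103-GFP, ecdysone-inducible; teb 100 nM; cpd qHTS titration; GFP aggregates read on laser cytometer, Ex 488/Em 500-530 nm.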
# IMPase Li inh – cell-permeable IMPase inhibitors with lithium potentiation | Potency, µM (titrated, usually from 59.4 µM), for inactives: at the highest dose activity, negative = IMPase inhibition, usual class: inhibitors | AID 1457 | CHO-M1 cells, IP1 TR-FRET (IP-One), carbachol + lithium | 210,000 tested, 0.35% active;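 further: IP1 builds up when IMPase is blocked and the TR-FRET signal falls; plate controls were basal vehicle for no effect and high inhibitor control for full effect; nearly all actives have a fitted effect of over 50% in size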
#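 IP1 accumulation measured by competitive TR-FRET in lysed CHO-M1 cells after 30 min compound exposure at 37C, with a small lithium addition to potentiate weak responses. Hill-equation AC50 from ratio and donor-channel data.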
# Active calls of the source: *; ? = inconclusive; . = not tested or not shown; [ ] = another dose, or the depositor's remark. Unless noted, the call rests on the fitted dose curve; in most records, active means well fitted curve in the direction sought with a large enough effect; inconclusive means small, poorly fitted or top-dose-only effect, or another doubt; inactive means no such curve, though single readings can be large; an effect the other way counts as inactive or inconclusive. Potency means the concentration at half of the fitted maximal effect. Some of the compounds tested; the hit share may differ from the screen's.
SMILES,HTT cytoprotect,GAA inhib,GAA glycogen mod,GoLoco inh red,aGlu spleen mod,HttQ103 aggreg,IMPase Li inh
O=C(c1c[nH]c2ccc(S(=O)(=O)N3CCOCC3)cc2c1=O)N1CCN(c2ccccn2)CC1,-9%[10 µM],3%,0%,-7%,-2%,-5%,-2%
CN1CCN(C(=O)c2cnn3c(C(F)(F)F)cc(-c4ccc5c(c4)OCO5)nc23)CC1,-15%,-15%,5%,8%,-6%,-22%,19%[38.3 µM]
Cc1nonc1CN(C)C(=O)CC1C(=O)NCCN1Cc1c(F)cccc1Cl (stereo not drawn),17%[10 µM],-4%,10%,7%,4%,5%[9.22 µM],1%
O=C(O)COc1ccc(/C=N/O)cc1Br,-26%,1%,3%,4%,5%,-2%,-2%
CC(=O)c1cccc(NC(=O)N2CCCC2C(=O)Nc2ccccc2C)c1 (stereo not drawn),-5%[10 µM],4%,8%,10%,2%,-14%,13%[38.3 µM]
O=C(CCCC(=O)NNC(=O)Nc1ccccc1)NNC(=O)Nc1ccccc1,.,?,4%,1%,2%,.,-3%
O=C(CN(Cc1ccccc1Cl)C(=O)c1ccc(CN2CCOCC2)o1)NCC1CCCO1 (stereo not drawn),-5%,3%,6%,8%,-7%,16%,1%[38.3 µM]
Cc1nc2cnc(N3CCN(C)CC3)nc2n(Cc2ccc(F)cc2)c1=O,9%,.,.,-8%,-9%,.,23%
Cc1ccc(NC(=O)CCC(=O)NNC(=O)NC23CC4CC(CC(C4)C2)C3)cc1C,-18%[10 µM],-15%,4%,14%,2%,9%,-5%
CCC(=O)Nc1c(C)cc(C)cc1Cl,-6%,-9%,-11%,-12%,2%,0%[9.22 µM],6%[38.3 µM]
Brc1ccc(C2=CC(c3ccco3)n3nnnc3N2)cc1 (stereo not drawn),-4%[10 µM],.,5%,-8%,0%,-13%[9.22 µM],.
N#Cc1ccc(CN2CC[C@@]3(CCCN(C(=O)c4ccco4)C3)C2)cc1,19%,.,.,7%,-1%,.,20%
CC(C)(C)S(=O)(=O)Cc1nc(-c2ccc(Cl)c(Cl)c2)cs1,0%[10 µM],-1%,5%,8%,-1%,7%[9.22 µM],.
COC(=O)c1ccc(Nc2nc(C)cc(C)n2)cc1,-6%,-6%,0%,3%,3%,-13%,-7%[38.3 µM]
CCOC(=O)C[N+]1(C)CCN(C(C)=O)CC1,-10%,-10%,4%,-10%,1%,9%,-14%
O=c1cc(N2CCN(c3ccccc3)CC2)[nH]c(=O)n1C1CCCCC1,-27%,-4%,-3%,-2%,0%,11%,5%[38.3 µM]
COCCN(C(=O)CCC(=O)Nc1cc(C)on1)C(C(=O)NC1CCCC1)c1ccccc1C (stereo not drawn),-11%[10 µM],2%,-21%,-3%,-8%,-14%[9.22 µM],10%
O=C(O)[C@@H]1CCCC[C@@H]1C(=O)N1CCc2ccccc2C1CN1C(=O)c2ccccc2C1=O (stereo partly drawn),12%,1%,-7%,-11%,-2%,25%,-10%[38.3 µM]
NCCCC[C@H](NC(=O)C1CCNCC1)c1nnc([C@@H](N)Cc2ccc(O)cc2)o1,22%[10 µM],.,13%,-11%,-3%,0%[9.22 µM],-3%
Cc1cc(C)c2cc(CN(CCN(C)C)C(=O)Nc3ccccc3Cl)c(=O)[nH]c2c1,-2%[10 µM],?,8%,11%,-3%,10%[9.22 µM],22%
COCCN1C(=O)CC(NNC(=O)c2ccc(S(=O)(=O)N3CCCC3)cc2)C1=O (stereo not drawn),15%[10 µM],-7%,?,6%,-1%,1%[9.22 µM],-5%
COc1ccc(NC(=S)Nc2ccc(S(=O)(=O)N3CCOCC3)cc2)c(OC)c1,15%[10 µM],-3%,-26%,0%,2%,14%,1%
C/C(=N\Nc1ccc(S(N)(=O)=O)cc1[N+](=O)[O-])c1ccco1,-1%[10 µM],.,-9%,-1%,1%,-6%[9.22 µM],.
Cn1cccc1C(=O)OCC(=O)c1cc2ccccc2o1,1%[10 µM],-4%,-1%,28%,-2%,3%,-6%[38.3 µM]
CCCCC(CC)C(=O)Nc1cccc(SC)c1 (stereo not drawn),3%[10 µM],-2%,-2%,3%,-2%,3%[9.22 µM],9%

# Going on with the list:
SMILES,HTT cytoprotect,GAA inhib,GAA glycogen mod,GoLoco inh red,aGlu spleen mod,HttQ103 aggreg,IMPase Li inh
CCN(CC)S(=O)(=O)c1ccc(NC(=O)c2cc(=O)[nH]c3ccccc23)cc1,-6%,-3%,6%,6%,3%,-4%,8%
CC1(C)CC(=O)N(CC(=O)NCc2ccccc2)c2ccccc2S1(=O)=O,2%,1%,-8%,-14%,-3%,-11%,14%[38.3 µM]
C/C(=N\Nc1nc(N2CCCCC2)nc(N2CCOCC2)n1)c1ccccc1O,5%[10 µM],-1%,-6%,-3%,-4%,3%[9.22 µM],4%
COc1ccc(C2/C(=C(/O)c3ccccc3)C(=O)C(=O)N2CO)cc1 (stereo not drawn),-9%,-8%,3%,-10%,0%,-6%,0%[38.3 µM]
CC(C)(C)c1ccc(S(=O)(=O)n2c(CN3CCOCC3)nc3ccccc32)cc1,-8%,-1%,-7%,4%,-4%,11%,29%[38.3 µM]
CCn1cc(C(=O)NC(C)C23CC4CC(CC(C4)C2)C3)cn1 (stereo not drawn),25%[0.074 µM],0%,7%,14%,-7%,-7%,4%
CN(C1CC(C)(C)N(O)C(C)(C)C1)S(=O)(=O)CC12CCC(CC1=O)C2(C)C (stereo not drawn),.,2%,?,0%,11%,-6%,12%
NC(=O)c1ccsc1NC(=O)COC(=O)CCOc1ccccc1,-5%[10 µM],-6%,2%,8%,-1%,-5%[9.22 µM],.
CCOC(=O)C1C(=O)NC(N2CCOCC2)=NC1C(C)C (stereo not drawn),15%[0.074 µM],-4%,7%,4%,-3%,9%,-9%[38.3 µM]
O=C(CN1C(=O)c2ccccc2C1=O)N1CCN(C(=O)c2ccco2)CC1,21%,0%,1%,-4%,-6%,8%,26%[38.3 µM]
COC(=O)c1sc2ncccc2c1OCc1cccc(Cl)c1,-21%,-6%,-9%,14%,6%,-6%,-2%[38.3 µM]
CCOC(=O)c1c(NC(=O)c2ccccc2C)sc2c1CC(C)(C)OC2,-8%,3%,-9%,-23%,-2%,?,33%[activator][38.3 µM]
Cc1ccc(NS(=O)(=O)c2cccc(C(=O)N3CCOCC3)c2)cc1,-7%,-4%,-2%,-2%,-11%,-4%,-20%[38.3 µM]
Cc1[nH]c2ccccc2c1CC(=O)O,8%,-8%,?,3%,5%,-11%,18%[38.3 µM]
CCOC(=O)c1cncc(O)c1,8%[10 µM],.,9%,-5%,-1%,0%[9.22 µM],.
COc1ccc(CCNC(=O)CN2C(=O)c3ccccc3S2(=O)=O)cc1,22%[10 µM],-3%,3%,-1%,-9%,4%,1%
FC(F)(F)c1cccc(Cn2cnc(NC(=S)NCCc3ccccc3)n2)c1,0%[10 µM],10%,-17%,18%,-9%,4%[9.22 µM],-4%
COc1ccc(S(=O)(=O)N2CCCCCC2)cc1C(=O)OCC(=O)NCC(C)C,-2%,-4%,4%,3%,-8%,19%,10%[38.3 µM]
CCc1ccc(NC(=O)C(=S)NC2CCCCC2)cc1,-16%[10 µM],.,-12%,2%,-2%,-22%[9.22 µM],4%
CC(=O)c1sc(-c2c(C)nc3sccn23)nc1C1CCCC1,-6%,-6%[15.4 µM],5%,6%,-3%,24%,-1%[38.3 µM]
O=C(Nc1cccnc1Cl)c1noc2c1CCc1ccccc1-2,-70%[inhibitor],-1%,7%,-1%,3%,?,-12%
COc1ccc(C2(C(=O)NCCCN(C)C)CCOCC2)cc1,26%[10 µM],1%,-1%,3%,-5%,-13%,17%[38.3 µM]
C/C(=N\NC(=O)Nc1ccccc1)c1ccccc1,-5%[10 µM],1%,-8%,.,0%,9%,.
COc1cccc(Nc2nc3ccccc3n2C(C)C)c1,.,?,-23%,8%,-12%,3%,16%
COc1ccc(OC)c(NC(=O)C2=C(C)Nc3ncnn3C2c2cccs2)c1 (stereo not drawn),0%[10 µM],-4%,-29%,1%,-7%,?,-10%[38.3 µM]

# The listing continues:
SMILES,HTT cytoprotect,GAA inhib,GAA glycogen mod,GoLoco inh red,aGlu spleen mod,HttQ103 aggreg,IMPase Li inh
Cc1ccc(C)c(NC(=O)c2cnn3ccccc23)c1,-103%[inhibitor],0%,-4%,8%,3%,13µM*,0%[38.3 µM]
C/C(=C\c1ccc(C)o1)C(=O)c1c(C)cc(C)[nH]c1=O,-9%,-5%,0%,-22%,-1%,-7%,6%
COc1ccc(CC(=O)NC2CCCc3ccccc32)cc1 (stereo not drawn),6%[10 µM],4%,2%,5%,0%,18%,3%
CCOC(=O)c1c(-c2cccc3ccccc23)csc1NC(=O)C1C2CCC(O2)C1C(=O)O (stereo not drawn),-17%[10 µM],-7%,-2%,-5%,13%,5%,0%
Fc1ccccc1NC(=S)N(CCCN1CCOCC1)Cc1cccnc1,-34%[inhibitor],-10%,-6%,14%,1%,1%,1%
COc1ccc(CCNC(=O)c2cc(S(=O)(=O)N(C)c3ccccc3)ccc2Cl)cc1,.,-13%,17%,56%[activator],-4%,7%,5%
CC(=O)Nc1ccc(NC(=O)COC(=O)c2n[nH]c3ccccc23)cc1,-62%[inhibitor],7%,9%,6%,-2%,26%,-5%
O=C(CNC(=O)c1ccccc1)OC(C(=O)Nc1cc(C(F)(F)F)ccc1Cl)c1ccccc1 (stereo not drawn),11%,-14%,0%,7%,-13%,-19%[9.22 µM],-2%[38.3 µM]
CC(=O)Cc1nsc(NC(=O)c2cc(-c3ccc(Cl)c(Cl)c3)oc2C)n1,-15%,8%,8%,18%,-1%,-10%,1%[38.3 µM]
Cc1nnc(SCC(=O)N2CCN(C(=O)c3ccco3)CC2)n1-c1ccccc1,-21%[10 µM],-5%,2%,11%,-2%,9%,0%
CCN(CC)S(=O)(=O)c1ccc(C)c(NC(=O)Cn2cnc3cc([N+](=O)[O-])ccc3c2=O)c1,.,-10%,-1%,8%,8%,10%,2%
COc1ccc(-c2nc(SC)n(C)c(=O)c2C#N)cc1OC,-37%,2%,5%,7%,1%,18%,2%[38.3 µM]
Cc1ccc(C)c(NC(=O)CCn2nc(C)cc2C)c1,7%,?,4%,3%,-6%,-10%,17%[38.3 µM]

# 2 neighbouring records from above, for reference:
SMILES,HTT cytoprotect,GAA inhib,GAA glycogen mod,GoLoco inh red,aGlu spleen mod,HttQ103 aggreg,IMPase Li inh
Cc1nnc(SCC(=O)N2CCN(C(=O)c3ccco3)CC2)n1-c1ccccc1,-21%[10 µM],-5%,2%,11%,-2%,9%,0%
CCN(CC)S(=O)(=O)c1ccc(C)c(NC(=O)Cn2cnc3cc([N+](=O)[O-])ccc3c2=O)c1,.,-10%,-1%,8%,8%,10%,2%

# Screening data: PubChem BioAssay, National Center for Advancing Translational Sciences (NCATS)
